# High-throughput results from PubChem.
# Shiga inhibitor: A qHTS for Small Molecule Inhibitors of Shiga Toxin. Vero cells, Shiga toxin protein synthesis inhibition reporter. inhibition, % at 38.7 µM. 290,000 tested, 9.2% active. AID 2315, 2010; in the data active = inhibition mostly above about 28%, no sharp cut-off; inactive = mostly below about 43%; note: 0% is about no effect
# LmPK inhibitor: qHTS Assay for Inhibitors of Leishmania Mexicana Pyruvate Kinase (LmPK); Q27686; purified LmPK, Kinase-Glo ATP luminescence, 1 h; Potency, µM (series often up to 57.5 µM), without a hit: at the top dose activity change, negative = inhibition, hits mostly inhibitors; 290,000 tested, 0.37% active; note: potency is the fitted concentration of half-maximal effect; % is set by controls: 0 for no effect and ±100 for the full control effect
# Target sequence (Q27686 whole entry, looked up): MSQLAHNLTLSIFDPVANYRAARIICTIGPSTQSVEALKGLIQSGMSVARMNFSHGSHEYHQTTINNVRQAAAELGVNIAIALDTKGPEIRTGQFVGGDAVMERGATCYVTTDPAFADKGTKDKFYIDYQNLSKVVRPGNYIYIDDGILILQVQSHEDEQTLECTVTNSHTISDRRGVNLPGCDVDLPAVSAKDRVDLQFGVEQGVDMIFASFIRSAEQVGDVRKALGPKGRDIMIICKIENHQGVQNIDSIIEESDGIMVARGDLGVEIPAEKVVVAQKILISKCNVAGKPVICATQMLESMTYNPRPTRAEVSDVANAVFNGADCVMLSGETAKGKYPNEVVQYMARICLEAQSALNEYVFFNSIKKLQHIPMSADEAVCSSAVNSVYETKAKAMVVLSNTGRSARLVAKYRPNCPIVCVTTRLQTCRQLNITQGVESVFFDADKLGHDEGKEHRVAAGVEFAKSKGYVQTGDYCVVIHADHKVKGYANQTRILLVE
#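 Kinase-Glo luminescence read after 1 h RT reaction of 0.1 nM LmPK with 0.5 mM PEP and 0.1 mM ADP. Activity scaled between uninhibited and enzyme-free controls.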
# Pf growth 96h: Primary qHTS for delayed death inhibitors of the malarial parasite plastid, 96 hour incubation | P. falciparum luciferase reporter growth, 96 h | Potency, µM (highest dose often 28.7 µM), without a hit: at the top dose activity change, negative = inhibition, most hits filed as inhibitors | 320,000 tested, 6.9% active; note: potency is the fitted concentration of half-maximal effect; % is set by controls: 0 for no effect and ±100 for the full control effect
#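 Two-generation exposure (96 h) targets delayed-death phenotype. Reporter parasites carrying integrated firefly luciferase, in red cells at 2% hematocrit and 0.05% parasitemia final, kept at 37 C, 5% CO2; luminescence loss indicates inhibition.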
# AMA1 RON2 block: qHTS for Inhibitors of AMA1-RON; Towards Development of Antimalarial Drug Lead: Primary Screen. 360,000 tested, 0.2% active. Plasmodium falciparum AMA1 (3D7) - RON2 peptide interaction. AlphaScreen AMA1-biotinylated RON2 peptide binding. AID 720542, 2013. Potency, µM (top dose mostly 58.2 µM), for inactives: at the highest dose activity change, negative = inhibition, usual class: inhibitors;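 note: potency is the fitted concentration of half-maximal effect; 0% = vehicle wells and -100% = peptide control; nearly all actives have a fitted effect of over 45% in size; some results filed as inactive show a strong effect at the top dose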
#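 AMA1 (3D7) with his tag at 25 nM final met compounds first, then biotinylated RON2 peptide at 25 nM; detection used donor plus acceptor beads, 10 µg/mL apiece, read by AlphaScreen after 30 min at room temperature.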
# Pf growth 48h: Primary qHTS for delayed death inhibitors of the malarial parasite plastid, 48 hour incubation; AID 504832, 2011; 310,000 tested, 5.9% active; P. falciparum luciferase growth in erythrocytes, 48 h; Potency, µM (top dose mostly 28.7 µM), without a hit: at the top dose activity change, negative = inhibition, hits mostly inhibitors; note: potency is the fitted concentration of half-maximal effect; % is set by controls: 0 for no effect and ±100 for the full control effect
#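 Luciferase-expressing parasites in RBCs, 2% Hct / 0.1% parasitemia final; RPMI 1640 + 0.5% Albumax; 37 C, 5% CO2, one generation; luminescence read-out, lower signal = inhibition.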
# TbPYK inhibitor: qHTS of Trypanosoma Brucei Inhibitors; pyruvate kinase (Trypanosoma brucei), Q57TT1; TbPYK enzyme, Kinase-Glo Plus ATP luminescence, 45 min; Potency, µM (doses to about 76.8 µM), without a hit: at the highest dose activity, negative = inhibition, usual class: inhibitors; 410,000 tested, 0.12% active; AID 624173, 2012; note: potency is the fitted concentration of half-maximal effect; % is set by controls: 0 for no effect and ±100 for the full control effect; nearly all actives have a fitted effect of over 50% in size
#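 Activity of T. brucei pyruvate kinase was followed by Kinase-Glo Plus luminescence after the enzyme reacted 45 min at room temperature with 130 uM ADP (final) and substrate. Test compounds were added before ADP at multiple concentrations.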
# Cycloheximide cs: Cycloheximide Counterscreen for Small Molecule Inhibitors of Shiga Toxin; AID 2314, 2010; 300,000 tested, 12% active; max response, %; cell reporter, cycloheximide protein synthesis inhibition counterscreen; in the data active = max response mostly above about 13%, no sharp cut-off; inactive = mostly below about 14%; note: read at 38.3 µM for the half of the compounds with a filed dose; 0% is about no effect
# * marks the source's active call; other numbers are inactive results; i = inactive; ? = inconclusive; · = not tested or not shown; [ ] = dose if it differs, or a comment. Unless noted, calls come from the whole dose curve; as a rule, active = well fitted curve in the direction sought with a large enough effect; inconclusive = small, poorly fitted or top-dose-only effect, or another doubt; inactive = no such curve, though single readings can be large; an effect the other way counts as inactive or inconclusive.
no.	mol	Shiga inhibitor	LmPK inhibitor	Pf growth 96h	AMA1 RON2 block
1	N#CC(c1ccncc1)(c1ncc(C(F)(F)F)cc1Cl)N1CCOCC1 (configuration not stated)	-36	1%	-16%	-10%
2	CCOc1ccc(Cn2c(=O)sc3ccccc32)cc1OC	1	2%	?	-3%
3	CCOC(=O)C(=O)N/N=C/c1ccc(F)cc1	23	-2%	20%	-18%
4	O=C1OCC2=C1C(c1ccccc1)CC(=O)N2c1ccccc1 (configuration not stated)	17	2%	0%	3%
5	COC(=O)Nc1nc(-c2ccccc2)c(C(=O)c2ccccc2)s1	-14	2%	·	-2%
6	Cc1nn(-c2ccccc2)c(NC(=O)c2cccs2)c(-c2ccccc2)c1=O	16	-1%	7%	-3%[2.32 µM]
7	COc1cccc(/C=C2\Oc3cc(OCC(=O)N4CCCCC4)ccc3C2=O)c1OC	45*	3%	?	-3%
8	COc1cccc(C(=O)OCC(=O)c2[nH]c(C)c(C(C)=O)c2C)c1	·	·	14%	-3%
9	C=C1CC2C(CCC3(C)C2CCC3(O)C(C)=O)C2(C)CCC(=O)C=C12 (configuration not stated)	-15	3%	336%[activator]	2%
10	Cc1cccc2cc(/C=N/NC(=O)CN3CCOCC3)c(Cl)nc12	-11	-2%	0%	14%

no.	Pf growth 48h	TbPYK inhibitor	Cycloheximide cs
1	-6%	-3%	6
2	53%[activator]	-6%	5
3	25%	6%	2
4	19%	-4%	-3
5	7%	-5%	-1
6	12%	-7%	-4
7	?	2%	15
8	9%	0%	·
9	?	2%	-3
10	34%[activator]	7%	1

# Next section.
no.	mol	Shiga inhibitor	LmPK inhibitor	Pf growth 96h	AMA1 RON2 block
11	CCn1c(=O)c2c(nc3n2CCCN3CCc2ccc(OC)c(OC)c2)n(C)c1=O	3	4%	?	-3%
12	O=C(Nc1ccc(S(=O)(=O)Nc2cnc3ccccc3n2)cc1)c1cccc(OC(F)F)c1	-7	-2%	17%	0%
13	CCOc1cccc(C(=O)Nc2nnc(-c3ccco3)s2)c1	92*	-6%	2%	-13%
14	NC(=O)C1CCN(C2CC(=O)NC2=O)CC1 (configuration not stated)	15	-10%	16%	-8%
15	CCOc1ccc(CCNC(=O)CCC(=O)N2CCOc3ccc(C)cc32)cc1OCC	-6	-1%	6%	5%
16	Cn1c(O)c(C=Nc2ccc(Cl)cc2)c(=O)n(C)c1=O	-7	-8%	74%[activator]	3%
17	CCCc1cc(C(=O)NNC(=S)NC(C)c2ccccc2)cs1 (configuration not stated)	42	7%	?	38%[activator]
18	CC(=O)OC1CC(C)N(C(=O)c2ccccc2)c2ccc(C)cc21 (configuration not stated)	-10	4%	·	-11%
19	CCOc1cccc(CN2CCCC(CCC(=O)NCc3ccccc3F)C2)c1O (configuration not stated)	-2	-5%	1.5µM*	14%
20	Cc1cccc(OCC(=O)N2CCC(N3CCOCC3)CC2)c1	-20	-5%	-4%	-24%

no.	Pf growth 48h	TbPYK inhibitor	Cycloheximide cs
11	?	1%	6
12	18%	2%	-6
13	?	-13%	31*
14	30%[activator]	2%	7
15	0%	7%	-1
16	27%	1%	-4
17	·	0%	7
18	59%[activator]	-5%	1
19	?	-2%	10
20	17%	12%	6

# Laid out differently: entries from further up
12	O=C(Nc1ccc(S(=O)(=O)Nc2cnc3ccccc3n2)cc1)c1cccc(OC(F)F)c1
13	CCOc1cccc(C(=O)Nc2nnc(-c3ccco3)s2)c1
14	NC(=O)C1CCN(C2CC(=O)NC2=O)CC1 (configuration not stated)
15	CCOc1ccc(CCNC(=O)CCC(=O)N2CCOc3ccc(C)cc32)cc1OCC
16	Cn1c(O)c(C=Nc2ccc(Cl)cc2)c(=O)n(C)c1=O
17	CCCc1cc(C(=O)NNC(=S)NC(C)c2ccccc2)cs1 (configuration not stated)
18	CC(=O)OC1CC(C)N(C(=O)c2ccccc2)c2ccc(C)cc21 (configuration not stated)
19	CCOc1cccc(CN2CCCC(CCC(=O)NCc3ccccc3F)C2)c1O (configuration not stated)

compound no.	12	13	14	15	16	17	18	19
Shiga inhibitor	-7	92*	15	-6	-7	42	-10	-2
LmPK inhibitor	-2%	-6%	-10%	-1%	-8%	7%	4%	-5%
Pf growth 96h	17%	2%	16%	6%	74%[activator]	?	·	1.5µM*
AMA1 RON2 block	0%	-13%	-8%	5%	3%	38%[activator]	-11%	14%
Pf growth 48h	18%	?	30%[activator]	0%	27%	·	59%[activator]	?
TbPYK inhibitor	2%	-13%	2%	7%	1%	0%	-5%	-2%
Cycloheximide cs	-6	31*	7	-1	-4	7	1	10

20	Cc1cccc(OCC(=O)N2CCC(N3CCOCC3)CC2)c1

compound no.	20
Shiga inhibitor	-20
LmPK inhibitor	-5%
Pf growth 96h	-4%
AMA1 RON2 block	-24%
Pf growth 48h	17%
TbPYK inhibitor	12%
Cycloheximide cs	6

# Next section:
no.	mol	Shiga inhibitor	LmPK inhibitor	Pf growth 96h	AMA1 RON2 block
21	Cc1ccc2c(c1)S/C(=C/c1ccc[n+](C)c1)N2CCO	13	0%	6%	-4%
22	CSc1nc(N)c2c3c(sc2n1)CN(C)CC3	13	5%	4.7µM*	-5%
23	O=C(NCc1cccnc1)NC1(C(F)(F)F)Oc2ccccc2O1	-7	3%	92%[activator]	4%
24	CN(CCC1CCOCC1)C(=O)CC1C(=O)NCCN1C/C=C/c1ccccc1 (configuration not stated)	12	3%	40%[activator]	-5%
25	Cc1cc(N2C(=O)Cc3ccccc3C2=O)ccc1C(C)C	27	0%	10%	-4%
26	O=C(O)c1cccc2c(/C=N/Nc3ccccn3)c[nH]c12	70*	-20%	93%[activator]	0%
27	CCN(CC)CCC(=O)NN	10	1%	55%[5.75 µM]	71%[activator]
28	O=C(Nc1nc2c(s1)CCCC2)c1cc(-c2ccc3c(c2)OCO3)nc2ccccc12	39	7%	0%	·
29	CCOC(=O)C1=C(C)NC(=O)NC1C (configuration not stated)	13	5%	13%	-1%
30	CC12CCC(=O)N1c1c(sc3nc(N4CCOCC4)c4c(c13)CCCC4)C(=O)N2 (configuration not stated)	-12	-11%	·	-9%

no.	Pf growth 48h	TbPYK inhibitor	Cycloheximide cs
21	?	-13%	-9
22	·	0%	1
23	?	3%	-2
24	-2%	-1%	-3
25	15%	-1%	19*
26	83%[activator]	0%	39*
27	23%	2%	-4
28	24%	·	26*
29	7%	0%	-1
30	?	4%	2

# The list goes on:
no.	mol	Shiga inhibitor	LmPK inhibitor	Pf growth 96h	AMA1 RON2 block
31	O=C(Nc1cccc(-c2nc3ccccc3[nH]2)c1)c1cccc(NC(=O)c2ccco2)c1	-19	2%	·	?
32	Cc1ccc(Oc2nc3c(C)cccn3c(=O)c2/C=C(\C#N)C(N)=O)cc1	-7	4%	?	15%
33	Cc1c(Cc2ccccc2)c(=O)oc2cc(OCC(=O)NCC3CCC(C(=O)O)CC3)ccc12 (configuration not stated)	-8	2%	12µM*	-4%
34	CCOC(=O)c1[nH]c2ccc(OC)cc2c1C(SCC(=O)O)c1ccc(C(F)(F)F)cc1 (configuration not stated)	-2	5%	0%	1%
35	Cc1cccc(OCC(=O)NC(=S)N2CCCc3ccccc32)c1	i	-1%	9.3µM*	-29%
36	COc1ccc(NS(=O)(=O)c2cc(NC(=O)c3ccc(C)o3)ccc2N2CCCCC2)cc1	-7	-1%	?	-5%
37	c1ccc(N2CCOCC2)c(Nc2nc3ccccc3n3cnnc23)c1	13	6%	4%	-17%
38	O=S(=O)(c1ccccc1)c1nc(-c2ccco2)oc1N1CCCCC1	-4	-7%	?	2%
39	Clc1cc2c(cc1/C=N/Nc1nc(N3CCOCC3)nc(N3CCOCC3)n1)OCO2	3	1%	-14%	13%
40	COc1ccc(NC(=O)CSc2nnc(Cn3nnc4ccccc43)n2C)cc1	-21	-2%	·	-3%

no.	Pf growth 48h	TbPYK inhibitor	Cycloheximide cs
31	?	6%	-7
32	60%[activator]	0%	-4
33	?	6%	-1
34	?	3%	-5
35	?	-29%	35*
36	9.3µM*	1%	-2
37	·	1%	6
38	?	7%	-5
39	?	5%	-4
40	8%	0%	5

# Next results:
no.	mol	Shiga inhibitor	LmPK inhibitor	Pf growth 96h	AMA1 RON2 block
41	CCCCCNCc1ccc(OCc2ccc(Cl)nc2)c(OC)c1	10	-1%	?	6%
42	CCOc1ccc(CCNC(=O)COC(=O)c2oc3ccccc3c2COC)cc1OCC	·	·	?	-18%
43	COc1ccc(S(=O)(=O)N2CCC(C(=O)NC3CCCC3)CC2)cc1C	-12	-5%	-21%	14%
44	COc1ccc(/C=N/NC(=O)c2ccc(N3CCCC3=O)cc2)cc1	-12	-1%	20%	6%
45	O=C(CSc1nnc(NC(=O)c2cccc(F)c2)s1)NCc1ccco1	20	-5%	44%[activator]	-3%
46	CCC1(c2ccccc2)NC(=O)N(CC(=O)N2CC(=O)Nc3ccccc32)C1=O (configuration not stated)	·	·	?	-3%
47	CCn1c(SCC(=O)Nc2ccccc2OC)nnc1-c1cnccn1	-6	2%	6%	-10%
48	CC(=O)C1=C(O)C(=O)N(Cc2ccccc2)C1c1ccco1 (configuration not stated)	19	1%	-29%	-16%
49	O=C(Nc1cccc(-c2cn3c(n2)SCC3)c1)c1ccc2c(c1)OCO2	116*	-2%	210%[activator]	4%
50	C/C(=N/NC(=O)c1ccc(Br)s1)c1ccncc1	31	-3%	27%	58%[activator]

no.	Pf growth 48h	TbPYK inhibitor	Cycloheximide cs
41	?	3%	0
42	2%	2%	·
43	?	7%	-2
44	-4%	0%	-1
45	6%	1%	4
46	?	4%	·
47	-21%	5%	-4
48	-14%	2%	5
49	55%[activator]	2%	31
50	39%[activator]	2%	16*

# Next part
no.	mol	Shiga inhibitor	LmPK inhibitor	Pf growth 96h	AMA1 RON2 block
51	COc1ccc(O)c(C=NCC(C)N=Cc2cc(OC)ccc2O)c1 (configuration not stated)	-3	-2%	?	36%[activator]
52	CCOC(=O)c1cnc(Nc2ccc(OCC)cc2)nc1C	-11	-3%	·	-4%
53	CC1(C)CC(=O)C2=C(C1)NC(Nc1nc3ccccc3o1)=NC21CCCC1	0	1%	·	4%
54	Cc1nn(Cc2noc(C(=O)NC3CCC(C)CC3)n2)c(C)c1Br (configuration not stated)	-2	2%	?	-2%
55	Cc1ccc(S(=O)(=O)N[C@H](C(=O)N2CCC(C(=O)N[C@@H](CC(=O)O)C(=O)O)CC2)C(C)C)cc1	-3	6%	-30%	-2%
56	Cc1ccc(S(=O)(=O)NC2(C(=O)O)CCCCC2)cc1	14	2%	·	-5%
57	COc1ccc(CN=Cc2[nH]c3ccc(Br)c(Cl)c3c2O)cc1	-2	-7%	?	3%

no.	Pf growth 48h	TbPYK inhibitor	Cycloheximide cs
51	-1%	-4%	8
52	36%[activator]	9%	10
53	8%	2%	4
54	13%	-1%	-6
55	-1%	1%	-2
56	8%	1%	5
57	3.7µM*	-13%	-5
